GSIS activator – GLuc luminescence reporter in INS-1E cells, primary screen for activators of glucose-dependent secretion of insulin. activation, % at 16.6 µM. INS-1E GLuc reporter insulin secretion, 2-3 h. actives 0.61% (n = 370,000). AID 743287;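 active = lowest replicate activation of at least 40%, so every replicate reaches that level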;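 note: 0% = median of neutral control wells and 100% = median of IBMX positive control wells; some compounds called inactive have numbers as strong as hits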
miR122 inh – miR-122 inhibition in Huh7 cells. activation (reporter increase), % at 12.5 µM. Huh7 miR-122 Renilla luciferase sensor, 48 h; neutral wells = 0, positive control = 100. actives 0.3% (n = 340,000);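 active = mean replicate activation score at least 90 and every replicate individually at or above 90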;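 note: higher luciferase means less miR-122 activity so hits act as miR-122 inhibitors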
* hit, by the source's call.

Start of the listing, in advance:
SMILES | GSIS activator | miR122 inh
OCC(O)C(O)C(O)C(O)C1NCCS1 (configuration not stated) | 3 | 0
Cc1ccc(SCC(=O)Nc2ccc(-c3nnc(-c4ccco4)o3)cc2)cc1 | 29 | 4
COc1ccccc1NC(=O)Cc1noc(CSc2nnc(N)s2)n1 | 11 | -6
Cn1c(=O)c2ncn(CC(=O)Nc3cc(C(F)(F)F)ccc3N3CCOCC3)c2n(C)c1=O | 8 | -3
CCCCCN=C(C)c1c(O)c2ccccc2oc1=O | 7 | 1
O=C(N1CCCCCC1)N1CCN(S(=O)(=O)N2CCCCC2)CC1 | 8 | -7
O=C(CN1CCN(c2ccccc2F)CC1)c1ccc2c(c1)OCO2 | 7 | -7
Cc1ccccc1Sc1c(C#N)c(-c2ccccc2)nn1C | -20 | -3
NC(=O)c1sc2cc(C(F)(F)F)cnc2c1-c1cccs1 | 4 | -6
Clc1ccc(CNC2CCCC2)cc1 | 2 | 3
CCCC(O)(CCN(C)C)c1ccc(OC)cc1 (configuration not stated) | 5 | -5
CCN(CC)CC(O)Cn1c2ccccc2c2ccccc21 (configuration not stated) | 6 | -6
O=C1CC(C(=O)Nc2ccccc2)S/C(=N\N=C\c2ccco2)N1 (configuration not stated) | 9 | 0
Cc1ccc(C(=O)NNS(=O)(=O)c2ccccc2[N+](=O)[O-])cc1 | -9 | -6
Cc1cc(C)n(-c2nc3ccccc3c(=O)n2OCC(=O)Nc2c(C)cccc2C)n1 | 5 | -4
CC(C)Cn1c(N2CCN(C(=O)c3cccs3)CC2)nc2ccccc21 | -2 | -4

The whole of this part (from the top)
SMILES | GSIS activator | miR122 inh
OCC(O)C(O)C(O)C(O)C1NCCS1 (configuration not stated) | 3 | 0
Cc1ccc(SCC(=O)Nc2ccc(-c3nnc(-c4ccco4)o3)cc2)cc1 | 29 | 4
COc1ccccc1NC(=O)Cc1noc(CSc2nnc(N)s2)n1 | 11 | -6
Cn1c(=O)c2ncn(CC(=O)Nc3cc(C(F)(F)F)ccc3N3CCOCC3)c2n(C)c1=O | 8 | -3
CCCCCN=C(C)c1c(O)c2ccccc2oc1=O | 7 | 1
O=C(N1CCCCCC1)N1CCN(S(=O)(=O)N2CCCCC2)CC1 | 8 | -7
O=C(CN1CCN(c2ccccc2F)CC1)c1ccc2c(c1)OCO2 | 7 | -7
Cc1ccccc1Sc1c(C#N)c(-c2ccccc2)nn1C | -20 | -3
NC(=O)c1sc2cc(C(F)(F)F)cnc2c1-c1cccs1 | 4 | -6
Clc1ccc(CNC2CCCC2)cc1 | 2 | 3
CCCC(O)(CCN(C)C)c1ccc(OC)cc1 (configuration not stated) | 5 | -5
CCN(CC)CC(O)Cn1c2ccccc2c2ccccc21 (configuration not stated) | 6 | -6
O=C1CC(C(=O)Nc2ccccc2)S/C(=N\N=C\c2ccco2)N1 (configuration not stated) | 9 | 0
Cc1ccc(C(=O)NNS(=O)(=O)c2ccccc2[N+](=O)[O-])cc1 | -9 | -6
Cc1cc(C)n(-c2nc3ccccc3c(=O)n2OCC(=O)Nc2c(C)cccc2C)n1 | 5 | -4
CC(C)Cn1c(N2CCN(C(=O)c3cccs3)CC2)nc2ccccc21 | -2 | -4
COc1cccc(NC(=O)C2CCCN2C(=O)OCc2ccccc2)c1 (configuration not stated) | 13 | -1
OCCNc1ncnc2c1ncn2[C@H]1CN(Cc2ccc(-c3ccccc3)cc2)C[C@@H](CO)O1 | 3 | -8
CCN(CC(O)Cn1c2ccccc2c2ccccc21)S(=O)(=O)c1ccc(F)cc1 (configuration not stated) | -24 | -10
O=C(CSc1nc2ccccc2c(=O)n1-c1ccccc1)NCc1ccco1 | 6 | 1
COc1cccc(NC(=O)CC2C(=O)NC3CCCCC3N2C(=O)c2ccc(F)cc2)c1 (configuration not stated) | 2 | -6
CCOCc1cn(CC(=O)c2ccc([N+](=O)[O-])cc2)c(C)nc1=N | -1 | 0
COC(=O)CSc1nc2cc(C)cc(C)c2cc1C#N | -2 | 0
Cc1c(O)ccc(C(=O)COc2ccc(F)cc2)c1O | -10 | -3
COc1ccc(S(=O)(=O)NC(CC(=O)NCc2ccco2)c2ccco2)cc1 (configuration not stated) | 15 | 4
Cc1ccc(-c2cc(C(=O)OCn3nnc4ccccc4c3=O)c3ccccc3n2)cc1 | -13 | 0
Cc1ccc2c(c1)C(N1CCCC1=O)CC(c1ccco1)N2 (configuration not stated) | -17 | 3
Cc1ccc(CSc2ccc3nnc(-c4cccnc4)n3n2)cc1 | -11 | -3
Cc1cccc(C(=O)NNS(=O)(=O)c2ccccc2[N+](=O)[O-])c1 | -7 | -1
O=C(Nc1cccc(Cl)c1)OCc1cnc(Cl)s1 | -29 | -1
O=C(OCc1ccccc1)/C(=C/c1ccc(Cl)cc1)NC(=O)c1ccccc1Cl | 70* | -1
COC(=O)c1scc(C)c1NC(=O)Nc1ccccc1 | 8 | -2
Cc1c(C(=O)O)c(=S)sn1CCOc1ccccc1 | -23 | 3
Cc1nc2ccc(NC(=O)Cc3ccsc3)cc2s1 | 3 | -7
CCOc1cccc(-c2nnc3sc(COc4ccc(Cl)cc4)nn23)c1 | 9 | -3
CCCc1cc(NCC2CCCO2)n2c(nc3ccccc32)c1C#N (configuration not stated) | 57* | 13
COc1ccccc1NC(=O)CN(C)S(=O)(=O)c1ccc(F)cc1 | -7 | -3
Cc1cccc(N(CC(=O)Nc2ccc(CC#N)cc2)S(C)(=O)=O)c1 | 1 | 1
CCOC(=O)c1sc(SC)c(C(C)=O)c1C | 43 | -1
c1ccc2c(c1)nc(-c1ccncc1)n1nnnc21 | 20 | -2
CCCOC(=O)C1=C(C)NC2=C(C(=O)CCC2)C1c1cccc(OC)c1OC (configuration not stated) | 12 | -6
Cc1ccc(Nc2nc(N3CCOCC3)c3ccccc3n2)cc1 | -33 | 5
c1cncc(-c2nnc(-c3cccs3)o2)c1 | -9 | -4
O=C(CN1C(=O)C2C3C=CC(C3)C2C1=O)N1CC=C(c2ccccc2)CC1 (configuration not stated) | 4 | -8
CC(O)CN(Cc1ccc(Cl)cc1)CC(C)O (configuration not stated) | 22 | -6
COCCCNC(=O)c1ccc(NS(C)(=O)=O)cc1 | 8 | -5
O=C1CCCN1c1ccc(Br)cc1 | -3 | -5
CC(C)(C)S(=O)N1Cc2cc(C(=O)NCc3ccc(Oc4ccccc4)cc3)nc(-c3cccc(-c4cc5ccccc5o4)c3)c2[C@@H]1CCO (some centres not stated) | 26 | -6
CCOc1ccc(CN=C(N)N=C(N)N)cc1Cl | 6 | 1
COC(=O)c1sc(=S)n(-c2ccc(Cl)cc2)c1C | 7 | -8
Cc1ccc(/C=N/NC(=O)c2c[nH]c3ccccc23)o1 | 11 | 6
O=C(C1CCN(C2CC(=O)N(c3cccc(Cl)c3)C2=O)CC1)N1CCCC1 (configuration not stated) | 3 | -6
CCn1c(=O)n(CC(=O)N2CCN(c3ccccc3F)CC2)c(=O)c2ccccc21 | 11 | -5
Cc1ccc(CNC(=O)Cc2ccc(-n3c(=O)[nH]c4ccsc4c3=O)cc2)cc1 | 12 | 56
COc1ccc(NC(=O)CCCn2c(=O)c3sccc3n(Cc3ccc(C)cc3)c2=O)cc1 | -23 | -15
Cc1ccc(CNC(=O)c2cc3c(=O)n4ccccc4nc3n(Cc3ccco3)c2=N)cc1 | -20 | -1
O=C(Nc1cn(-c2ccccc2)nc1-c1ccc(Cl)cc1)c1ccccc1 | -22 | -5
Cn1c(Cl)nc2c1c(=O)n(Cc1cccc(Br)c1)c(=O)n2C | 7 | -2
Cn1c(SCC#N)nnc1-c1cnccn1 | 28 | -3
COc1ccc(C2C(C(C)=O)=C(C)N=c3s/c(=C\c4ccc5c(c4)OCO5)c(=O)n32)c(OC)c1 (configuration not stated) | -20 | 1
Further structures:
SMILES | GSIS activator | miR122 inh
COc1ccc(CNC(=O)c2ccc(-c3ccccc3)cc2)cc1 | 29 | 1
Cc1noc(C)c1COC(=O)Cn1c(C)nc2ccccc21 | 7 | -9
CN=C(Nc1ccc(C(=O)OC)cc1)SC1CC(=O)N(c2ccccc2F)C1=O (configuration not stated) | -17 | 0
CCc1nc(SCC(=O)NCCc2ccccc2)n[nH]1 | 0 | 0
CCOc1cc(N2CCOCC2)c(OCC)cc1NC(=O)Cc1ccccc1OC | -22 | 16
COc1cccc(-c2nc3ccc(O)cc3c(=O)o2)c1 | 23 | 0
Cn1c(/C=C/N2CCOCC2)c(C(=O)c2ccc(Br)cc2)c(=O)n(C)c1=O | -3 | 4
Cc1cc(C(F)(F)F)c2sc(N)nc2n1 | 0 | -3
COc1ccccc1-c1cc(-c2ccccc2)nc(SC(C(N)=O)c2ccccc2)c1C#N (configuration not stated) | -14 | 14
COc1cc(OC)c2c(c1)C(=O)c1cc(OC)cc(OC)c1C2=O | 2 | 2
CN(C)c1ccc(N/C=C/C(=O)c2ccccc2)cc1 | -16 | -3
Cc1ccsc1C1Nc2ccc3ncccc3c2C2=C1C(=O)CC(C)(C)C2 (configuration not stated) | -35 | 95*
CSc1nc(C)cc(C)c1S(=O)(=O)c1ccccc1C | 17 | 1
CCCCCOC(=O)c1[nH]c2c(c1C)C(=O)C(C(=O)OC)C(C)C2 (configuration not stated) | -21 | 2
COc1cccc(NC2C=CS(=O)(=O)C2)c1 (configuration not stated) | 13 | -8
CCc1nnc(NC(=O)CSc2nnc(-c3ccc(S(=O)(=O)N4CCCC4)cc3)n2CC)s1 | 0 | -7
CCN(CC)C(=O)CSC1=C(C#N)C(c2cccs2)C=C(C)N1 (configuration not stated) | 1 | -1
COc1ccc(CCNC(=O)CN(C)S(=O)(=O)c2cccs2)cc1OC | 18 | -8
CCCCCOC(=O)Nc1nnc(CCC)s1 | -11 | -3
COc1ccccc1N1CCN(C(=O)c2cc(-c3cccs3)on2)CC1 | -13 | -5
O=C(Nc1ccccc1)c1cccc(N2C(=O)CCC2=O)c1 | 8 | 6
N#CC1=C(N)C(C#N)(C#N)[C@H](c2ccoc2)[C@H]2CN(Cc3ccccc3)CC=C12 | -12 | 1
CCC(CC)c1nnc(NC(=O)COc2ccc3c(C)cc(=O)oc3c2)s1 | -7 | 0
Cc1cc(NS(=O)(=O)c2ccc(Cl)cc2)nn1CC(=O)NCc1ccco1 | -2 | 8
O=C(CN(CCc1ccccc1)C(=O)CNS(=O)(=O)c1ccc(F)cc1)NCC1CCCO1 (configuration not stated) | 1 | -2
O=C(NCc1ccccc1)NC(=O)c1ccccc1 | 5 | -5
CC(=O)Nc1ccc(S(=O)(=O)NNC(=O)c2cccc3ccccc23)cc1 | 4 | -2
CN1CCN(/C(=N\S(=O)(=O)c2ccc(F)cc2)c2ccccc2)CC1 | 4 | 4
Cc1cc(NC(=O)COC(=O)c2ccc(F)c(S(=O)(=O)N3CCOCC3)c2)no1 | -3 | -7
Cc1nc2cc(C(=O)OCC(=O)NC3CCS(=O)(=O)C3)ccc2n1-c1ccccc1 (configuration not stated) | -6 | 1
Cc1cc(O)c(/C=N/Nc2ccc(Cl)cc2)c(=O)o1 | 16 | 3
Cc1ccccc1N/N=C/c1ccc(N2CCOCC2)cc1 | 10 | 7
NC(=O)C1(N2CCCCC2)CCN(c2nc(-c3ccccc3)cs2)CC1 | -8 | 6
N#Cc1c(NC(=O)CSc2ccccn2)oc(-c2ccccc2)c1-c1ccccc1 | -22 | 0
Cc1c(NC(=O)Cn2ccc([N+](=O)[O-])n2)c(=O)n(-c2ccccc2)n1C | 27 | -5
O=C(CN1CCOCC1)Nc1ncc(Br)cc1Br | 5 | -1
Cc1sc2nc(SCC(=O)N(C)Cc3ccccc3)n(-c3ccccc3)c(=O)c2c1C | -47 | -3
COC(=O)c1ccccc1OCCCOc1ccc(C=O)cc1OC | 20 | -5
CCCCCOC(=O)c1ccc(OC(=O)c2cncc(Br)c2)cc1 | 28 | -8
CCn1c(SCC(=O)N2CCOCC2)nc2c(c1=O)SC(C)C2 (configuration not stated) | 18 | 4
Cc1ccc(C)c(OCC(=O)Nn2c(C)nc3ccccc3c2=O)c1 | -11 | 0
CC(NC(=O)C1CCN(S(=O)(=O)c2cnc[nH]2)CC1)c1ccccc1 (configuration not stated) | -2 | -5
Cc1cc(NC(=O)c2ccc3c(c2)OCO3)ccc1NC(=O)c1ccco1 | -4 | 2
COCCCNC(=O)CCc1nc(-c2ccccc2Cl)no1 | 23 | -4
CCOC(=O)c1cc(C)sc1NC(=S)Nc1ccccc1 | -40 | 9
CC1CCCN(S(=O)(=O)c2ccc(NC(=O)CCN3C(=O)c4ccccc4C3=O)cc2)C1 (configuration not stated) | -29 | -1
O=C(CCn1c(=O)oc2ccccc21)NC1=NCCS1 | 24 | 0
O=C(NCc1ccco1)C1CCCN(S(=O)(=O)Cc2ccccc2)C1 (configuration not stated) | -5 | -5
CC1Cc2nc(SCC(=O)Nc3ccccc3F)n(C)c(=O)c2S1 (configuration not stated) | 28 | -1
CCOC(=O)Cc1csc(NC(=O)COc2ccc(N(C)S(=O)(=O)c3cccs3)cc2)n1 | -9 | 0
COc1cc(-c2nnn(CC#N)n2)ccc1OCc1ccccc1 | -12 | 2
CC(C)(C)NC(=O)NC(=O)COC(=O)c1ccc(OC(F)F)cc1 | -8 | -5
O=C(Cc1ccc(Cl)cc1Cl)Nc1ccc(OC(F)F)c(Cl)c1 | -20 | -2
CC(C)C(C(=O)Nc1sc2c(c1C#N)CCCCC2)N1C(=O)c2ccccc2C1=O (configuration not stated) | 16 | 0
CCCOc1ccc(C(CC(=O)O)NS(=O)(=O)c2ccc(NC(C)=O)cc2)cc1 (configuration not stated) | 0 | 6
Cc1ccc(NS(=O)(=O)c2ccc3c(c2)n(C)c(=O)n3C)cc1 | 33 | 63
O=S(=O)(/C=C/c1ccccc1)n1cnc2ccccc21 | 32 | -4
CCOC(=O)C1=C(N)OC2=C(C(=O)CCC2)C1c1cccnc1 (configuration not stated) | 12 | -3
O=C(/C=C/c1ccc([N+](=O)[O-])cc1)NCc1cccnc1 | 1 | 0
COC(=O)CSc1nnc(C)n1-c1cccc(C#N)c1 | -9 | 2

Not all compounds are listed. The share of hits here may be higher or lower than overall.
